# PglD inh: blocks C. jejuni PglD acetyltransferase activity; purified PglD enzyme, DTNB colorimetric CoA detection; inhibition, % at 12.5 µM; hit rate 0.098% among 360,000; in the data active means inhibition above about 16%, passing the limit was not always enough; further: strong numbers were not always called active
# miR122 inh: miR-122 inhibition in Huh7 cells; Huh7 miR-122 Renilla luciferase sensor, 48 h; neutral wells = 0, positive control = 100; activation (reporter increase), % at 12.5 µM; hit rate 0.3% among 340,000; AID 602342;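 active means mean replicate activation score at least 90 and every replicate individually at or above 90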;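 further: higher luciferase means less miR-122 activity so hits act as miR-122 inhibitors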
# FN deposition inh: fibronectin deposition inhibition; AH1F fibroblasts, Alexa488-fibronectin deposition fluorescence, overnight; inhibition, % at 12.6 µM; hit rate 0.086% among 350,000;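 active means mean inhibition across replicates of 30% or more, regardless of how many single replicates reach that level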;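 further: positive control wells lacked labelled fibronectin entirely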
#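 Assay system: AH1F fibroblasts assembling fluorescent fibronectin matrix; Amount: 10000 AH1F cells per well; Buffer or medium: DMEM, 2% serum; Probe or stimulus: Alexa488-fibronectin, 24 nM final in well; Doses: single compound dose, delivered by pin transfer; Incubation: 1 h adhesion, overnight exposure; Measured by: fluorescence 485/525 nm; Read-out: fibronectin deposition inhibition.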
# CFTR F508del cor: correctors of CFTR F508del function in bronchial epithelial cells; CFBE cells, YFP halide quenching; stimulated with forskolin plus potentiator P3; % fluorescence drop versus neutral controls; activity (quench increase), % at 7.58 µM; hit rate 0.36% among 350,000; AID 720511;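 active means mean added fluorescence quench of at least 8% versus neutral control, with both replicates also reaching 8%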;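 further: cells transiently co-express mutant CFTR-F508del with the halide-sensitive YFP; corrector assay measuring rescue of mutant channel to the surface after 24 h compound exposure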
# Statin myotox sup: suppression of simvastatin myotoxicity; rescue of ATP level, % at 7.49 µM; hit rate 0.78% among 330,000; C2C12 myotubes + simvastatin, ATP luminescence, 48 h; scaled: DMSO 0, geranylgeraniol control 100; AID 602340;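 active means mean ATP rescue above about 67%, or every replicate alone reaching that limit, limit read from the data, passing the limit was not always enough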;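 further: myotubes were challenged with 10 µM simvastatin during compound exposure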
# PGC1a acetyl inh: PGC1a acetylation modulation, inhibitor mode | U2OS PGC1a acetylation, AlphaScreen anti-acetyl-lysine; with virally co-expressed GCN5 acetyltransferase | inhibition, % at 15.6 µM | hit rate 0.17% among 350,000 | AID 651687;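 active means every replicate shows inhibition of at least 40%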;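 further: 0% = neutral control wells and 100% = positive control wells; some results beyond the cut were filed as inactive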
# INS-1E GSIS act: GLuc luminescence reporter in INS-1E cells, primary screen for activators of glucose-dependent secretion of insulin | INS-1E GLuc reporter insulin secretion, 2-3 h | activation, % at 16.6 µM | hit rate 0.61% among 370,000 | AID 743287;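 active means lowest replicate activation of at least 40%, so every replicate reaches that level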;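 further: 0% = median of neutral control wells and 100% = median of IBMX positive control wells; some compounds called inactive have numbers as strong as hits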
# Cneo AK release: causes C. neoformans cell lysis | adenylate kinase release luminescence, 4 h; normalised: neutral wells 0, clomiphene wells 100 | lysis activity, % at 15 µM | hit rate 0.2% among 360,000;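 active means mean lysis activity across replicates of at least 80%, whatever share of replicates individually reach that level; inactive means mean lysis activity below 80%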
#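 Assay system: Cryptococcus neoformans yeast cells / Dosing: single-point compound dose / Timing: 4 h at 37 °C static, read 1 h later / Measured by: luminescence of released adenylate kinase using an AK detection reagent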
# * marks the source's active call; other numbers are inactive results; . = not tested or not shown; [ ] = another dose, or the depositor's remark. Not a hit list; overall some 2.1% were active at least once.
SMILES,PglD inh,miR122 inh,FN deposition inh,CFTR F508del cor,Statin myotox sup,PGC1a acetyl inh,INS-1E GSIS act,Cneo AK release
O=C(NCCc1ccccc1)C(=O)c1cn(CC(=O)N2CCCC2)c2ccccc12,-1,.,0,3.3,4,-2,-12,2
O=C1C2C3C=CC(CC3)C2C(=O)N1/N=C/c1ccc(O)cc1 (stereo unspecified),.,-1,.,-1.1,-19,-9,2,0
[O-]/C(=C(\C(=S)Nc1cccc2ccccc12)[n+]1ccccc1)c1ccc2c(c1)OCCO2,-1,18,3,.,-9,.,.,-4
CCOC(=O)c1sc(=S)n(-c2cccc(C(F)(F)F)c2)c1SC,5,-4,8,.,9,3,.,.
CN1C(=O)c2cc(NC(=O)c3cscn3)ccc2OC[C@H]2O[C@@H](CC(=O)N3CCOCC3)CC[C@H]21,2,0[16.7 µM],7,0.2,-10,5,39,-4
Cc1ccc(C(=O)N/N=C\c2ccc(-c3ccc(Cl)cc3)o2)cn1,.,.,-5,2.6,-16,.,9,.
CC12CCC(=O)N1C(C(=O)Nc1cccc(F)c1)CS2 (stereo unspecified),2,4,-1,-1.2,-5,3,-12,0
CCCOc1ccc(C(=O)Nc2ccc3c(c2)OCCO3)cc1,-3,-10,-4,1.1,-14,25,9,-4
COc1ccc2c(c1)CCC1(C)CC(=O)C(Br)=C21 (stereo unspecified),-2,-1,-17,1.7,13,-4,.,1
COc1ccc(C(=O)CCC(=O)N2CCN(c3ccccc3)CC2)cc1,2,.,-9,-3.3,1,.,-1,1
C[C@H](CO)N1C[C@H](C)[C@H](CN(C)C(=O)c2ccccc2)OCCCC[C@H](C)Oc2ccc(NC(=O)Nc3ccccc3)cc2C1=O,-2,3[16.7 µM],-7,0.3,.,13,9,7
CN1c2ccc(-c3ccc(C#N)cc3)cc2[C@@H]2[C@@H](CCN2C(=O)CC2CC2)[C@@H]1CO,3,0[16.7 µM],9,1.9,14,-2,-9,-4
COc1cc(/C=C/C(=O)O)ccc1O,0,-1,.,-3.1,-13,5,.,-1
O=C(NC(=O)N1CCN(c2ccccc2F)CC1)c1ccccc1,-1,-4,.,-0.8,-3,-3,2,1
CC(C)c1ccc(OCC(O)CNC(C)c2ccccc2)cc1 (stereo unspecified),4,.,1,-1.9,-8,.,-1,1
O=C1CC(Nc2ccccc2)C(=O)N1Cc1ccccc1 (stereo unspecified),9,-2,-8,.,3,4,.,0
CC(C)NC(=O)N(C)C[C@H]1Oc2ncc(C#Cc3ccncc3)cc2C(=O)N([C@@H](C)CO)C[C@@H]1C,4,6[16.7 µM],-3,-2.8,19,-5,11,50
Cc1cc(C(=O)Nc2ncn(Cc3ccc(F)cc3)n2)ccc1[N+](=O)[O-],.,-2,-1,-2.7,-9,0,-24,.
CN(Cc1ccccc1)C(=O)CN(c1ccccc1Cl)S(C)(=O)=O,-2,3,-2,1.2,5,-4,0,7
c1ccc2c(c1)-c1nc3ccccc3cc1C2N1CCCCC1 (stereo unspecified),3,.,-16,-1.2,.,.,14,1
Cc1ccccc1P(=O)(c1ccccc1)c1ccccc1C,-7,1,2,-1.9,-4,.,.,-1
Cc1ccccc1NC(=O)CCCNC(=O)c1ccc(Cl)cc1,-1,.,6,-1.8,-4,.,7,-5
C[C@@H]1CN([C@H](C)CO)C(=O)c2cccc(NC(=O)Nc3ccc4c(c3)OCO4)c2O[C@@H]1CN(C)Cc1ccc(C(=O)Nc2ccccc2N)cc1,1,50[16.7 µM],3,1.4,-53,-2,9,2
COc1ccc(Cc2nnc(NS(=O)(=O)Cc3ccccc3)s2)cc1,-1,1,3,.,.,-1,.,-1
O=C(C[C@H]1C[C@H](C(=O)N2CCOCC2)[C@@]2(CCC3CCCC3)c3[nH]c4cc(-c5ccco5)ccc4c3CCN2C1=O)NCCc1ccccn1,1,3,.,1.4,22,18,-9,0
C=CCNC(=S)N1CCc2c([nH]c3ccccc23)C1C (stereo unspecified),-1,.,-11,0.0,.,.,-22,-5
COc1ccc(OC)c(NC(=O)c2cc(-c3c(C)cc(C)cc3O)n[nH]2)c1,4,11,-12,-0.7,17,36,12,3
O=C(NCc1ccccc1Cl)C1CCC(=O)N(CC2CCCCC2)C1 (stereo unspecified),7,-3,-1,3.6,14,.,-11,3
COc1ccc(NC(=O)CSc2ccc3nnc(CCNC(=O)c4ccccc4)n3n2)cc1,3,-8,.,-0.9,.,-5,-18,2
CCCC#Cc1ccc2c(c1)O[C@H](CN(C)Cc1ccccn1)[C@@H](C)CN([C@H](C)CO)S2(=O)=O,5,27[16.7 µM],-2,2.1,-25,-17,-19,8
CCn1cc(/C=C(\NC(=O)c2ccccc2F)C(=O)N2CCOCC2)c2ccccc21,1,10,.,.,-6,3,.,-2
C[C@H]1CN([C@@H](C)CO)C(=O)c2cc(NS(=O)(=O)c3ccc(Cl)cc3)ccc2O[C@H]1CN(C)C,-6,-3[16.7 µM],.,0.6,1,-2,3,-1
COc1ccc(C=NNc2ccc([N+](=O)[O-])cn2)cc1,2,.,11,0.1,-8,3,.,0
C[C@@H]1CN([C@@H](C)CO)C(=O)c2cc(NS(=O)(=O)c3ccc(F)cc3)ccc2O[C@@H]1CN(C)S(=O)(=O)c1cccs1,4,9[16.7 µM],1,2.2,4,-4,-27,-2
COc1ccc(N2C(=NC(=O)CCCc3ccccc3)SC3CS(=O)(=O)CC32)cc1 (stereo unspecified),4,-5,3,2.1,-9,-4,-4,-2
CCOc1ccccc1N,5,-2,.,-2.5,-5,2,0,-2
O=C(Nc1cccc(NC(=O)c2ccccc2)n1)c1ccccc1,-2,-3,16,-0.7,-4,-5,.,-3
CCn1c(SCC(N)=O)nc2sc3c(c2c1=O)CCN(C)C3,-3,4,-5,-0.9,.,5,.,0
O=C(Cn1nc(C(=O)O)c2ccccc2c1=O)Nc1ccc(Cl)c(S(=O)(=O)N2CCOCC2)c1,-4,-6,-3,0.6,-3,0,-3,-2
COc1ccc(C2Sc3nncn3N2Cc2ccc(C#N)cc2)cc1 (stereo unspecified),.,-1,.,.,2,0,9,.
Cc1cc(N)n(-c2ccc(S(=O)(=O)N3CCCC3)cc2[N+](=O)[O-])n1,0,-4,7,1.3,4,-7,.,0
CNC(=O)C[C@H]1C(=O)N(c2ccccc2)C[C@@H]1C,-2,-3,0,-1.4,-4,-2,3,0
COc1ccc(-n2nc3c(c2NC(=O)c2ccccc2S(=O)(=O)C(F)F)CS(=O)(=O)C3)cc1,0,.,-3,0.1,-3,.,12,-1
CC(C)c1ccc(NC(=O)COC(=O)c2cc(=O)[nH]c3ccccc23)cc1,8,1,2,-4.0,4,3,-10,3
CCOC(=O)Cc1cc(=O)n2[nH]cc(-c3cccc(Br)c3)c2n1,5,2,-16,1.0,6,18,-9,-5
CC(=O)Nc1c(O)nc(SCC(=O)Nc2nnc(CC(C)C)s2)[nH]c1=O,-2,11,0,.,-2,3,.,-4
CCCC#Cc1ccc([C@H]2[C@@H](CO)N3CCCCN(Cc4ccncc4)C[C@@H]23)cc1,3,11[16.7 µM],.,0.6,-10,9,9,-4
CCc1cc(=O)oc2cc(OC(C)C(=O)NCC(O)c3ccccc3)c(Cl)cc12 (stereo unspecified),4,.,6,-1.0,-3,.,10,2

# Next part; the last 5 above are carried over.
SMILES,PglD inh,miR122 inh,FN deposition inh,CFTR F508del cor,Statin myotox sup,PGC1a acetyl inh,INS-1E GSIS act,Cneo AK release
CC(C)c1ccc(NC(=O)COC(=O)c2cc(=O)[nH]c3ccccc23)cc1,8,1,2,-4.0,4,3,-10,3
CCOC(=O)Cc1cc(=O)n2[nH]cc(-c3cccc(Br)c3)c2n1,5,2,-16,1.0,6,18,-9,-5
CC(=O)Nc1c(O)nc(SCC(=O)Nc2nnc(CC(C)C)s2)[nH]c1=O,-2,11,0,.,-2,3,.,-4
CCCC#Cc1ccc([C@H]2[C@@H](CO)N3CCCCN(Cc4ccncc4)C[C@@H]23)cc1,3,11[16.7 µM],.,0.6,-10,9,9,-4
CCc1cc(=O)oc2cc(OC(C)C(=O)NCC(O)c3ccccc3)c(Cl)cc12 (stereo unspecified),4,.,6,-1.0,-3,.,10,2
CCCC(C(=O)NC1CCCC1)N(Cc1ccc2c(c1)OCO2)C(=O)c1snc(C(N)=O)c1N (stereo unspecified),-1,-4,-13,.,7,-16,.,0
O=C(O)CCNS(=O)(=O)c1ccc2c(c1)CCCC2,1,-4,.,-2.7,8,7,15,2
O=C(NCC[C@@H]1CC[C@H](NC(=O)C2CCOCC2)[C@H](CO)O1)c1ccc(F)cc1,0,.,5,1.9,2,-1,26,-1
CC(=O)Nc1ccc(S(=O)(=O)N(C)CC(=O)OCC(=O)NNC(=O)c2ccccc2F)cc1,0,-7,0,-1.9,-12,.,5,5
CC(=O)Nc1ccc2c(c1)Cc1c-2cc(Br)c(N)c1Br,1,26,0,5.8,9,.,3,-1
CC1CC1C(=O)Nc1ccc(S(=O)(=O)N2CCCCC2)cc1 (stereo unspecified),2,-1,-9,1.6,-33,1,-10,.
O=C(NC1CC1)c1cc2cc3ccccc3nc2s1,-5,3,.,-4.5,-16,7,3,-5
Cc1ccc(-c2ccc3c(c2)O[C@@H](CN(C)C(=O)C2CCC2)[C@H](C)CN([C@H](C)CO)S3(=O)=O)cc1,0,12[16.7 µM],.,3.1,-2,-3,-19,-3
CC(C)NC(=O)Nc1ccc2c(c1)C(=O)N([C@@H](C)CO)C[C@H](C)[C@@H](CN(C)C(=O)Nc1ccccc1)OCCCC[C@H](C)O2,0,-1[16.7 µM],10,1.4,.,0,-4,-1
Cc1[nH]n(-c2ccccc2)c(=O)c1/C=N/n1c(C)nc2ccccc2c1=O,2,2,-3,.,-18,-5,40,1
CN(C(=O)CSc1nnc(-c2ccc(Cl)cc2)n1CC1CCCO1)C1CCS(=O)(=O)C1 (stereo unspecified),3,.,-11,-2.5,.,1,23,1
CCCN1C[C@H](C)[C@@H](OC)CN(C)C(=O)c2ccc(NC(=O)Nc3c(C)noc3C)cc2OC[C@@H]1C,1,-3[16.7 µM],5,1.1,-1,-3,-5,5
Cc1cc(S(=O)(=O)NCC(=O)O)ccc1F,-3,-3,5,.,8,-9,.,0
CS(=O)(=O)c1cccc(C(=O)NC(c2ccccc2)c2ccccc2)c1,-1,7,.,.,-7,-3,.,2
CN1CCN(C(=O)c2cc3c(c(-c4cccc(-c5ccc(C#N)cc5)c4)n2)[C@@H](CCO)N([S@](=O)C(C)(C)C)C3)CC1,-2,.,-1,1.0,-1,-2,8,-10
CC(C)NC(=O)Nc1ccc2c(c1)C(=O)N([C@@H](C)CO)C[C@@H](C)[C@@H](CN(C)S(=O)(=O)c1ccc(F)cc1)OCCCC[C@@H](C)O2,-1,3[16.7 µM],.,2.6,.,-5,-13,1
COc1cccc(-n2nnc3c(=O)n(Cc4ccccc4F)cnc32)c1,-1,-1,1,.,-7,-11,-13,-1
CCn1c(C)cc(/C=C2\NC(=O)N(CC(=O)Nc3cccc(C)c3)C2=O)c1C,-2,4,.,.,-4,-19,.,0
O=C(C[C@@H]1CC[C@@H]2[C@H](COC[C@H](O)CN2CC2CCOCC2)O1)NCC1CCCCC1,-1,8[16.7 µM],5,1.7,2,2,-4,-4

# Pulled by compound from the entries so far:
SMILES,PglD inh,miR122 inh,FN deposition inh,CFTR F508del cor,Statin myotox sup,PGC1a acetyl inh,INS-1E GSIS act,Cneo AK release
Cc1cc(S(=O)(=O)NCC(=O)O)ccc1F,-3,-3,5,.,8,-9,.,0
COc1cccc(-n2nnc3c(=O)n(Cc4ccccc4F)cnc32)c1,-1,-1,1,.,-7,-11,-13,-1

# Bioassay records: PubChem, Broad Institute
